# High-throughput results: PubChem BioAssay, several laboratories
# PERK inhibitor: inhibitors of human PERK kinase; CHO PERK-DD fusion, SEAP luminescence translation reporter; inhibition, % at 5.6 µM; 220,000 compounds, 0.17% hits;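 active = inhibition above the mean inhibition of all tested compounds plus 3 SD, set separately per screening campaign, cut at about 2.9% in these data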;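 also: PERK kinase domain activated by AP20187 dimerizer at 100 nM; 0% = DMSO with dimerizer and 100% = rapamycin at 8.4 µM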
# L929 necroptosis: blocks zVAD induced death of L929 cells. L929 zVAD necroptosis rescue, ATP luminescence, 24 h; with zVAD 60 µM. viability rescue, % at 10 µM. 220,000 compounds, 0.38% hits. AID 1377;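 active = activation, scaled between plate controls, above about 75%, limit read from the data; inactive = activation under that limit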;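 also: 0% = zVAD with DMSO and 100% = DMSO alone without zVAD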
# TNF necrop inh: blocks TNF-alpha induced death of Jurkat FADD-/- cells | 220,000 compounds, 0.068% hits | activation (protection from cell death), % at 10 µM | Jurkat FADD-/- TNF necroptosis rescue, ATP luminescence, 24 h; 0 = TNF only, 100 = no-TNF cells | AID 463075;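 active = activation, meaning protection from cell death, of at least 50% relative to plate controls; inactive = activation below 50%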;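 also: necroptosis triggered by 40 ng/mL TNF-alpha added together with compound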
# Runt-CBFb FRET: blocks binding of human RUNX1 Runt domain to CBFb; Q01196+Q13951; inhibition, % at 20 µM; Cerulean-Runt/Venus-CBFb FRET ratio 530/480, 1 h; 220,000 compounds, 0.46% hits;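 active = inhibition over about 50% at 20 µM in the single-dose screen, limit read from the data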;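 also: 0% = DMSO wells and 100% = excess unlabeled CBFb competitor control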
#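 Buffer or medium: Tris pH 7.5 buffer with BSA. Assay system: Cerulean-labeled Runt domain protein. Amount: each fluorescent fusion protein 100 nM. Read-out basis: loss of energy transfer signal. Incubation: 1 h compound exposure, room temperature. Probe or stimulus: Venus-CBFb binding partner, 100 nM. Detection: FRET, excitation 422 nm, emission at 530 and 480 nm.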
# Runt-SMMHC FRET: Runt domain-CBFb-SMMHC interaction inhibition | Q01196+Q13951 | Cerulean-Runt/Venus-CBFb-SMMHC FRET ratio 530/480, 1 h | inhibition, % at 20 µM | 220,000 compounds, 0.74% hits;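 active = mean inhibition across duplicate retests at 20 µM reaching about 50%, limit read from the data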;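 also: 0% = DMSO wells and 100% = wells with excess untagged CBFb-SMMHC; inhibitors lower the FRET ratio by blocking Runt binding to CBFb-SMMHC; some results filed as inactive read as strong as hits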
# Hck Nef HTS: human Hck-Nef kinase inhibition; P08631; Recombinant Hck-YEEI plus Nef, Z-Lyte FRET kinase assay; inhibition, % at 20 µM; 220,000 compounds, 0.68% hits; AID 463187;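 active = Hck-Nef kinase inhibition above about 50%, limit read from the data; inactive = inhibition below that limit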;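 also: 0% = DMSO with Hck plus Nef and 100% = Hck alone without Nef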
# Target sequence (P08631 whole entry, looked up): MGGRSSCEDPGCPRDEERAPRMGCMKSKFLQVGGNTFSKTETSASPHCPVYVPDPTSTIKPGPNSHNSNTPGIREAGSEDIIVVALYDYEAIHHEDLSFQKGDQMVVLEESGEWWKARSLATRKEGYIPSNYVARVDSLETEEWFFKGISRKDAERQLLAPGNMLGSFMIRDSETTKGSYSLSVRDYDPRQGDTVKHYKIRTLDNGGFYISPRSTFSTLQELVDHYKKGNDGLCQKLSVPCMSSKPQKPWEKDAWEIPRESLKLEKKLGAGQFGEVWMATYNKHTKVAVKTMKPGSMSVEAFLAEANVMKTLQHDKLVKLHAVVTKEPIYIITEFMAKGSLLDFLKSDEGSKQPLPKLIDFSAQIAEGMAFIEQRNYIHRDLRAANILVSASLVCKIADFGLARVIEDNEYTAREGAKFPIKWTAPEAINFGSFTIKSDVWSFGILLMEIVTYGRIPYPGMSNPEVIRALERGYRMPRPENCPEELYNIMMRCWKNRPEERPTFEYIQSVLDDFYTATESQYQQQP
# EP2 antag: EP2 receptor (human) inhibition; inhibition, % at 25 µM; C6 glioma cells expressing human EP2, cAMP TR-FRET; cells stimulated with saturating PGE2; 260,000 compounds, 0.52% hits; P43116;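 active = percent inhibition above 40 after rounding to a whole number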;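 also: rat C6 glioma host cells with rolipram phosphodiesterase inhibitor present; the protocol text gives 20 µM as final concentration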
# Target sequence (P43116 whole entry, looked up): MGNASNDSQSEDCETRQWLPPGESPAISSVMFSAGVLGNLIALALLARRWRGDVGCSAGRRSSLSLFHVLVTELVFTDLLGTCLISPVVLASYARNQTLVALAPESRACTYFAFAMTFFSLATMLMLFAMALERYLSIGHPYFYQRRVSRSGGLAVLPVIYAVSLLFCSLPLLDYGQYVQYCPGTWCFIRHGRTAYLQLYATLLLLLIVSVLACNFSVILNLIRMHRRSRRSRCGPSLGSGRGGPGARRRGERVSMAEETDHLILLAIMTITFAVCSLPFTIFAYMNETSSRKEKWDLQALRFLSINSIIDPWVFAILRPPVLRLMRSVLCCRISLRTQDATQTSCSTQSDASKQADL
# EP2 modulator: modulates human prostaglandin E2 receptor EP2 signaling. P43116. 260,000 compounds, 0.83% hits. EP2-expressing cells, cAMP HTRF FRET, PGE2 co-stimulation. induction, % at 25 µM;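 active = compounds whose cAMP rise, as percent of the full-agonist control response, exceeds 60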;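 also: rat C6 glioma line stably carrying human EP2 under a CMV promoter; the protocol text gives 20 µM as final concentration; 100% = response of wells given 1 µM PGE2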
# RBBP9 inhibitor: blocks human serine hydrolase RBBP9; inhibition, % at 7.94 µM; 220,000 compounds, 0.2% hits; AID 1515; recombinant RBBP9, FP-Rh probe fluorescence polarization; O75884;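 active = inhibition above the campaign mean of all tested compounds plus 3 SD, cut at about 14% in these data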;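 also: plate controls were DMSO wells with RBBP9 for no effect and wells lacking RBBP9 protein for full effect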
# Target sequence (O75884 whole entry, looked up): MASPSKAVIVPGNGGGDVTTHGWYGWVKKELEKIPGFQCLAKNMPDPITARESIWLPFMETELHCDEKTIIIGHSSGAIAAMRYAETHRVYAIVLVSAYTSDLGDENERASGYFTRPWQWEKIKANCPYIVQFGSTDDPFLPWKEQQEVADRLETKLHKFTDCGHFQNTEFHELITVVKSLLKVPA
#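 Material: RBBP9 protein. Amount: RBBP9 at 2.5 µM in dispensed solution, before mixing. Schedule: 30 min then 45 min, 25 °C. Medium: Tris buffer pH 8.0, NaCl, Pluronic. Measured by: fluorescence polarization. Measure: percent inhibition from mP, scaled between DMSO and no-protein wells. Replication: one well per compound.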
# Starred values were filed as active, the others as inactive; x = not tested or not shown; & = joins results of further samples. Not all compounds are listed; the hit share may differ from the screen's.
smiles	PERK inhibitor	L929 necroptosis	TNF necrop inh	Runt-CBFb FRET	Runt-SMMHC FRET	Hck Nef HTS	EP2 antag	EP2 modulator	RBBP9 inhibitor
CCc1ccc(OCC(=O)NC(NC(=S)Nc2ccc(C)cc2C)C(Cl)(Cl)Cl)cc1 (stereo unspecified)	-0.4	0.4	-4.8	1	7	1	26	17	-7
CC(C)(C)n1nnnc1C(c1cccnc1)N(Cc1ccccc1)Cc1ccco1 (stereo unspecified)	-1.0	-0.5	-4.3	-2	-4	0	23	30&30	-3
COc1ccc(NC(C)=O)cc1NC(C)C(=O)Nc1cccc2ccccc12 (stereo unspecified)	-0.6	-0.9	-0.9	13	1	2	6	-23	-7
CCCc1nnc(SCC(=O)O)n1CC	1.2	0.7	0.0	3	0	19	4	4	-11
CCOC(=O)N1CCC(NS(=O)(=O)c2cc3c(cc2C)NC(=O)CO3)CC1	1.2	0.1	-1.5	-2	0	1	4	3	-10
COC(=O)C1=C(O)/C(=C\c2ccc(CNS(=O)(=O)c3ccc(Cl)cc3)o2)N=C1C	-0.1	0.0	3.5	5	-14	1	9	19	3
O=C(O)c1ccc(-c2nc(-c3ccccc3Cl)cs2)cc1	1.2	2.8	0.0	1	0	-3	9	16	-3
CCn1c(SCC(=O)Nc2cc(C)on2)nnc1-c1ccc(OC)cc1	0.8	4.2	0.4	1	-3	17	15	22	-1

# Remaining list, next part.
smiles	PERK inhibitor	L929 necroptosis	TNF necrop inh	Runt-CBFb FRET	Runt-SMMHC FRET	Hck Nef HTS	EP2 antag	EP2 modulator	RBBP9 inhibitor
Cc1cccc(C)c1NC(=S)N/N=C/c1ccccc1C(=O)O	1.4	1.0	2.9	2	-4	-12	0	-39	-8
Fc1ccc(NC(=S)NN2CCOCC2)cc1Cl	1.2	0.0	0.6	0	-4	2	6	8	-7
O=C(Nc1ccc(S(=O)(=O)N2CCCc3ccccc32)cc1)C1CCCO1 (stereo unspecified)	0.0	-0.1	1.8	0	6	9	10	-51	-11
O=C(c1ccc(Br)o1)N1CCN(c2ccc(F)cc2)CC1	-0.9	-0.6	-2.2	0	1	1	3	16	2
Cc1c(C)n(Cc2ccccc2)c2ncnc(N)c12	-0.2	0.6	-0.9	2	0	1	10	8	-3
Cc1ccc(N(CC(=O)N/N=C/c2cc(C)n(-c3ccccc3C)c2C)S(C)(=O)=O)cc1	-0.3	0.5	5.2	-1	-1	1	4	-14	-1
C=CCc1cc(OC)ccc1OCC(O)CN1CCN(c2ccc(OC)cc2)CC1 (stereo unspecified)	-1.1&-0.5	-0.3&-0.9	-0.4&1.8	1&0	-3&1	1&18	6&3	-2&-11	-9&-6
CC(C)N(Cc1nc(-c2ccccc2)no1)C(=O)c1ccc(Cl)cc1	0.3	0.7	0.4	-1	3	-1	7	2	-6

# (cont.)
smiles	PERK inhibitor	L929 necroptosis	TNF necrop inh	Runt-CBFb FRET	Runt-SMMHC FRET	Hck Nef HTS	EP2 antag	EP2 modulator	RBBP9 inhibitor
CCOC(=O)c1c(NC(=O)C2COc3ccccc3O2)sc2c1CC(C)(C)NC2(C)C (stereo unspecified)	-0.1	2.3	9.7	3	-1	5	4	8	8
O=C(CN1CCN(C(c2ccccc2)c2ccccc2)CC1)NCc1ccccc1	-0.8	-0.6	-0.9	-3	3	14	10	25	14*
O=C(NC(=S)Nc1nc(-c2cccc3ccccc23)cs1)c1cc2ccccc2o1	0.3	0.0	-0.6	3	-4	2	10	20	-8
Oc1ccccc1N=Cc1ccc[nH]1	0.0	97*	7.8	3	-5	4	11	-11	2
Cc1ccc(S(=O)(=O)Nc2ccc3nc(C)sc3c2)cc1	-0.4	-0.2	-0.2	-2	1	-1	-3	-34	-9
CC[N+]1(CC)CC2=Cc3ccccc3CC2C1 (stereo unspecified)	0.4	0.3	0.7	-1	2	14	4&2	0&17	-8
COc1ccc(CCNC2=NCCS2)cc1	0.3	-1.6	2.5	-2	-2	-5	x	2	5
CC1CCN(S(=O)(=O)c2cn(CC(=O)N3CC(C)CC(C)C3)c(=O)c3ccccc23)CC1 (stereo unspecified)	-0.2	x	1.9	-4	-1	-1	11	24	3

# Other structures follow:
smiles	PERK inhibitor	L929 necroptosis	TNF necrop inh	Runt-CBFb FRET	Runt-SMMHC FRET	Hck Nef HTS	EP2 antag	EP2 modulator	RBBP9 inhibitor
Cc1cccc(-c2nnc(SCC(=O)Nc3ncccn3)n2C)c1	-0.5	-0.6	0.0	2	4	11	2	2	-18
Cc1noc(C)c1CSc1ccccc1C(=O)N1CCN(c2ccccc2)CC1	-1.1	-0.8	-1.7	-2	1	7	17	7	-7
CCOc1ccc(NC2CCN(C(C)=O)CC2)cc1	0.7	-0.1	0.9	5	0	0	10	2	-4
CSc1nc(-c2ccccc2)nn1S(=O)(=O)c1ccc(Cl)cc1	0.8	1.9	0.4	-1	2	1	3	46	4
CC(C)=CCN1CCN(Cc2cccc3nonc23)CC1CCO (stereo unspecified)	2.1	0.5	0.9	0	-2	-4	5	11	1
CC(=O)Nc1ccc(S(=O)(=O)N2CCN(c3cc(C)ccc3C)CC2)cc1	0.1	17	2.2	-7	0	-3	10	-4	-8
CC(=O)Nc1ccc(S(=O)(=O)c2c(N)n(CCN3CCOCC3)c3nc4ccccc4nc23)cc1	0.3	1.1	2.3	30	10	31	15	22	-6
CN1C2C=C3C(C#N)=C(N)C(C#N)(C#N)[C@@H](c4ccsc4)[C@@H]3C1CC2 (stereo partly specified)	0.9	0.1	1.3	-1	-7	1	13	-12	-6

# Continuation:
smiles	PERK inhibitor	L929 necroptosis	TNF necrop inh	Runt-CBFb FRET	Runt-SMMHC FRET	Hck Nef HTS	EP2 antag	EP2 modulator	RBBP9 inhibitor
Cc1cc(C)cc(NC(=O)CN(Cc2ccccc2)S(C)(=O)=O)c1	1.2	0.1	-0.9	1	0	12	x	40	7
CCOC(=O)CC1C(=O)NCCN1S(=O)(=O)c1ccc(Br)cc1 (stereo unspecified)	0.2	0.8	-1.1	0	-4	-17	2	5	-7
CO/N=C(/CNC(=O)c1ccc(Cl)cc1Cl)c1ccc(Cl)cc1	0.6	0.2	-2.8	x	2	1	x	9	-2
COc1ccccc1N1CCN(C(=O)C(=O)N/N=C/c2ccccc2F)CC1	-0.1	0.6	1.1	0	4	7	7	33	-5
CC#CCN1c2ccccc2[C@]23C[C@@H](C(=O)OC)N(C(=O)C4CCC4)C2=NC(C(=O)OC)=C(C(=O)OC)[C@H]13	x	-0.4	1.2	-2	0	25	11	15	x
NNC(=O)CN(CCc1ccccc1)S(=O)(=O)c1ccc(Cl)cc1	-0.1	0.3	1.1	1	3	-20	7	-14	-10
COC(=O)c1ccccc1NC(=O)c1cc2ncc(Br)cn2n1	1.2	0.0	-3.4	-1	1	26	14	13	-7
CCc1cc(CNC(=O)CCc2nnc(Cc3cccc(C)c3)o2)on1	0.6	1.3	-0.2	-1	0	1	2	22	-5

# Reformatted with each value named: entries from further up.
COc1ccccc1N1CCN(C(=O)C(=O)N/N=C/c2ccccc2F)CC1
  PERK inhibitor: -0.1; L929 necroptosis: 0.6; TNF necrop inh: 1.1; Runt-CBFb FRET: 0; Runt-SMMHC FRET: 4; Hck Nef HTS: 7; EP2 antag: 7; EP2 modulator: 33; RBBP9 inhibitor: -5

CC#CCN1c2ccccc2[C@]23C[C@@H](C(=O)OC)N(C(=O)C4CCC4)C2=NC(C(=O)OC)=C(C(=O)OC)[C@H]13
  PERK inhibitor: x; L929 necroptosis: -0.4; TNF necrop inh: 1.2; Runt-CBFb FRET: -2; Runt-SMMHC FRET: 0; Hck Nef HTS: 25; EP2 antag: 11; EP2 modulator: 15; RBBP9 inhibitor: x

NNC(=O)CN(CCc1ccccc1)S(=O)(=O)c1ccc(Cl)cc1
  PERK inhibitor: -0.1; L929 necroptosis: 0.3; TNF necrop inh: 1.1; Runt-CBFb FRET: 1; Runt-SMMHC FRET: 3; Hck Nef HTS: -20; EP2 antag: 7; EP2 modulator: -14; RBBP9 inhibitor: -10

COC(=O)c1ccccc1NC(=O)c1cc2ncc(Br)cn2n1
  PERK inhibitor: 1.2; L929 necroptosis: 0.0; TNF necrop inh: -3.4; Runt-CBFb FRET: -1; Runt-SMMHC FRET: 1; Hck Nef HTS: 26; EP2 antag: 14; EP2 modulator: 13; RBBP9 inhibitor: -7

# (listing goes on)
smiles	PERK inhibitor	L929 necroptosis	TNF necrop inh	Runt-CBFb FRET	Runt-SMMHC FRET	Hck Nef HTS	EP2 antag	EP2 modulator	RBBP9 inhibitor
CC(C)(C)C(=O)CSc1nnc(-c2cccs2)n1CC1CCCO1 (stereo unspecified)	-0.8	0.2	-0.1	0	-4	-19	8	-10	-10
Cc1cccc(-c2nc3c(c(SCC(N)=O)n2)CCCC3)c1	0.5	0.4	-0.7	-4	4	13	11&13	-6&-5	-2
CC1CCN(C(=O)CSCC(=O)O)CC1	0.1	0.0	0.7	3	-1	15	4&5	-13&14	-13
COCCCNC(=O)CNC(=O)c1cn(-c2ccccc2OC)c(=O)c2ccccc12	1.6	13	1.0	1	-2	20	14	16	-1
Cc1ccc(NC(=O)CS(=O)Cc2nc(-c3ccc(C)cc3)oc2C)cc1 (stereo unspecified)	0.8	1.1	-2.0	-4	-3	2	11	2	5
Cc1cc(N2CCCN(C)CC2)nc2cc(Cl)ccc12	0.1	9.9	6.3	-2	-5	0	7	-34	-4
Cc1ccc(C(=O)NNC2=Nc3cccc4cccc2c34)cc1	-0.6	1.3	2.3	-3	9	0	7	0	-7
COc1ccc(C(=O)CNc2ccc3ccccc3c2)cc1	0.5	0.0	-1.1	33	4	24	7	-63	8

# (continued)
smiles	PERK inhibitor	L929 necroptosis	TNF necrop inh	Runt-CBFb FRET	Runt-SMMHC FRET	Hck Nef HTS	EP2 antag	EP2 modulator	RBBP9 inhibitor
CCc1cc2c(=O)n(Cc3ccco3)c(SCc3c(C)noc3C)nc2s1	-1.5	0.9	-9.0	22	24	0	3	29	-13
COC(=O)c1c(NC(=O)CSc2nnc3ccccn23)sc2c1CCC2	-0.5	0.9	2.4	-4	-3	1	11	3	-9
COCCn1c(C)cc(C(=O)COC(=O)C23CC4CC(CC(O)(C4)C2)C3)c1C	-1.4	0.1	-3.2	0	3	-2	4	7	-8
COc1ccccc1N1CCN(C(C)C(=O)N2CC(C)OC(C)C2)CC1 (stereo unspecified)	0.2	1.2	0.9	-2	3	15	4	13	-2
COc1ccccc1OCCNc1cc(N2CCCCC2)ccc1[N+](=O)[O-]	-0.4	1.1	1.1	-5	-1	3	8	-2	-4
O=C(c1cc2c(s1)CCCC2)n1cccn1	1.1	0.3	-2.0	-1	-1	-14	10	36	42*
Cc1nc2ccccn2c1C(=O)NN	0.2	0.8	1.4	-2	-6	2	4	-7	3
C=CCn1c(SCC(=O)NCC2CCCO2)nnc1-c1ccccc1 (stereo unspecified)	1.7	1.0	-0.2	3	-1	4	9	7	-3
